High-throughput results deposited in PubChem by several laboratories.
NPY2 pot ag: human NPY-Y2 potentiation or agonism, primary screen; 220,000 tested, 0.45% active; cells expressing NPY-Y2, potentiator/agonist read-out; P49146; AID 1359; activation, % at 3.6 µM; in the data active means activation above about 27%;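 further: cells stimulated with NPY near EC25 plus isoproterenol at EC100; 0% = vehicle plus submaximal agonist and 100% = vehicle plus saturating agonist; some results beyond the cut were filed as inactive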
Target sequence (P49146 whole entry, looked up): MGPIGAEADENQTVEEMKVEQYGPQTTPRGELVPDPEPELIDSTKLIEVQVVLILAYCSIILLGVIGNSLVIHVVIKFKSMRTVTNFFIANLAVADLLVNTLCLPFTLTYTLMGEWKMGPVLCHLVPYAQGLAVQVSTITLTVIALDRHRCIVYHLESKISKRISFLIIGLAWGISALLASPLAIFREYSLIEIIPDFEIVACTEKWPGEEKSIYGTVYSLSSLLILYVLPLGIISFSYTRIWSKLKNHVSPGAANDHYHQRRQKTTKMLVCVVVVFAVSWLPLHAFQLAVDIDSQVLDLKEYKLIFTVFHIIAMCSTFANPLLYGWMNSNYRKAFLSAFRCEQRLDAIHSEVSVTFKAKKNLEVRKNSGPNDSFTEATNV
S1P4 antag: human S1P4 receptor antagonism. inhibition, % at 4.98 µM. AID 1510. S1P4-expressing cells, antagonist mode, reporter read-out. 220,000 tested, 0.26% active. O95977; in the data active means inhibition above about 29%;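 further: 0% = wells stimulated with agonist and 100% = vehicle wells without agonist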
Target sequence (O95977 whole entry, looked up): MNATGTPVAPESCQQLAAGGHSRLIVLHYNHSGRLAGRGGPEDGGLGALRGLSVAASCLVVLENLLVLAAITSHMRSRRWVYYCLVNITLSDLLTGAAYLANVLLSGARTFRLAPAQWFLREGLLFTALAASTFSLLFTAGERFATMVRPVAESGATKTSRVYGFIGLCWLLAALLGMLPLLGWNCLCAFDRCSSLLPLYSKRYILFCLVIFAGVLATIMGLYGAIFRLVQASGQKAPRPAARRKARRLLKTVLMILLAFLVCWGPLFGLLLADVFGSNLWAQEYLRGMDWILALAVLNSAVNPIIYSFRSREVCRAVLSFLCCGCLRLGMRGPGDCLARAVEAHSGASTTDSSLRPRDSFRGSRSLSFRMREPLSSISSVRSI
Runt-CBFb FRET: blocks binding of human RUNX1 Runt domain to CBFb; Q01196+Q13951; Cerulean-Runt/Venus-CBFb FRET ratio 530/480, 1 h; inhibition, % at 20 µM; 220,000 tested, 0.46% active; AID 1496;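 active means inhibition over about 50% at 20 µM in the single-dose screen, limit read from the data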;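 further: 0% = DMSO wells and 100% = excess unlabeled CBFb competitor control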
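Measured by: fluorescence energy transfer, 422 nm excitation, 530/480 nm emission; Assay system: Cerulean-Runt domain; Medium: Tris pH 7.5 buffer with BSA; Measure: loss of energy transfer signal; Controls: 5 µM unlabeled CBFb as full-inhibition high control; Incubation: protein complex preformed 1 h, compound exposure 1 h, room temperature, dark.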
NPY Y1 blocker: blocks the human neuropeptide Y Y1 receptor; P25929; HEK293-CNG Y1 cells, membrane potential fluorescence; NPY at EC95, then isoproterenol; inhibition, % at 3.6 µM; 200,000 tested, 1% active; AID 1040;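 active means inhibition above the campaign mean inhibition of all tested compounds plus 3 SD, cut at about 20% in these data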;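 further: 0% = DMSO wells given NPY plus isoproterenol and 100% = isoproterenol alone without NPY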
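Test system – HEK293 Y1/CNG channel cell line · Also added – NPY agonist 25 nM, then isoproterenol 1 µM plus Ro 20-1724 25 µM · Compound dosing – one concentration, 3.6 µM, in 0.4% DMSO · Schedule – compound incubation 1 h at room temperature, readout 45 min post-stimulation · Technique – fluorescence, membrane potential probe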
RBBP9 inhibitor: inhibitors of human serine hydrolase RBBP9; O75884; recombinant RBBP9, FP-Rh probe fluorescence polarization; inhibition, % at 7.94 µM; 220,000 tested, 0.2% active; AID 1515;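 active means inhibition above the campaign mean of all tested compounds plus 3 SD, cut at about 14% in these data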;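 further: plate controls were DMSO wells with RBBP9 for no effect and wells lacking RBBP9 protein for full effect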
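Measured by: FP readout at 525/598 nm; material: recombinant human RBBP9; also added: Serine-hydrolase probe FP-Rh, 375 nM pre-mixing; medium: Tris buffer pH 8.0, NaCl, Pluronic; replication: one well per compound; doses: one concentration, 7.94 µM nominal, 0.794% DMSO; timing: preincubation 30 min plus labeling 45 min at 25 °C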
BaF3 tox: counter-screen for JAK2V617F inhibitors: parental Ba/F3 viability inhibitors; CellTiter-Glo ATP luminescence; inhibition, % at 5.6 µM; 220,000 tested, 1.1% active;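 active means inhibition above a per-campaign cutoff, the mean inhibition of all tested compounds plus 3 SD, cut at about 27% in these data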;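 further: 0% = DMSO wells and 100% = JAK Inhibitor I control wells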
S1P4 agonist: activates the human S1P4 receptor; O95977; S1P4-expressing cell line, agonist reporter assay; activation, % at 4.98 µM; 220,000 tested, 0.35% active; in the data active means activation above about 11%;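 further: 0% = DMSO vehicle and 100% = reference agonist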
NPY-Y1 PAM-ag: human NPY-Y1 potentiation or agonism, primary screen | P25929 | NPY-Y1 expressing cells, potentiator/agonist activation | activation, % at 3.6 µM | 220,000 tested, 0.37% active; in the data active means activation above about 33%, passing the limit was not always enough;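 further: cells stimulated with NPY at EC10 then isoproterenol at EC100; 0% = low agonist plus stimulus and 100% = saturating agonist plus stimulus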
Ba/F3 V617F tox: lowers viability of Ba/F3 cells expressing EpoR and JAK2V617F | ATP luminescence | inhibition, % at 5.6 µM | 220,000 tested, 1.1% active;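 active means inhibition above the campaign mean plus 3 SD over all tested compounds, cut at about 24% in these data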;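 further: cytokine-independent growth of Ba/F3 cells driven by EpoR plus mutant JAK2; 0% = DMSO-treated cells and 100% = JAK inhibitor I control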
Active calls of the source: *; / = no result given. Random draw from the library; any-hit rate near 3.6%.

Abbreviations: A = NPY2 pot ag; B = S1P4 antag; C = Runt-CBFb FRET; D = NPY Y1 blocker; E = RBBP9 inhibitor; F = BaF3 tox; G = S1P4 agonist; H = NPY-Y1 PAM-ag; I = Ba/F3 V617F tox
[1] CCOC(=O)/C(C#N)=C1/C(=O)N(Cc2ccccc2)c2ccccc21
  A = -2.1; B = -18.5; C = -0.9; D = -0.8; E = -6.9; F = 0.5; G = 2.2; H = -1.6; I = -0.1

[2] c1ccc2c(CN3CCOCC3)csc2c1
  A = -18.3; B = -25.5; C = -1.7; D = 3.4; E = -7.5; F = 2.5; G = 0.6; H = 0.1; I = -1.9

[3] CCCCn1c(SCc2ccccn2)nc2c1c(=O)n(C)c(=O)n2C
  A = -4.9; B = 8.6; C = -0.5; D = 8.3; E = -3.5; F = 7.1; G = -1.6; H = 12.5; I = 5.5

[4] COc1ccc(C)cc1NCC(=O)Nc1ccc(C(C)(C)C)cc1
  A = -2.6; B = 1.8; C = 0.4; D = 2.5; E = -2.4; F = 6.8; G = 1.3; H = 8.2; I = 0.5

[5] COc1ccc(NC(=O)c2ccc(S(=O)(=O)N3CCCCCC3)cc2)c(OC)c1
  A = -12.5; B = -2.4; C = 0.6; D = /; E = -4.2; F = -0.7; G = -0.6; H = -27.5; I = 1.0

[6] COCC(=O)N(Cc1ccco1)c1nnc(C2CCOC2)s1 (configuration not stated)
  A = 13.8; B = -6.3; C = 0.5; D = -1.2; E = 3.2; F = 3.5; G = -0.8; H = -5.4; I = 0.8

[7] COc1ccc(C(=O)NC(Nc2ccc(C)cc2)C(Cl)(Cl)Cl)cc1 (configuration not stated)
  A = 14.0; B = -19.7; C = 2.3; D = -1.7; E = -13.1; F = 8.5; G = -1.2; H = 36.6; I = 12.3

[8] Cc1nc2ccccc2c(=O)n1/N=C/c1ccc(N(C)C)cc1
  A = 3.5; B = 14.9; C = 0.9; D = 2.9; E = -6.8; F = 2.1; G = -0.4; H = -12.7; I = -0.9

[9] CCN(CC)S(=O)(=O)c1csc(C(=O)NC2CCCCC2)c1
  A = -2.9; B = 0.3; C = 0.2; D = 5.6; E = -2.4; F = 0.2; G = -3.4; H = -9.0; I = 2.8

[10] Cc1cc(C)cc(N(CC(=O)NC2CCCCCC2)S(=O)(=O)c2c(C)[nH]c(=O)[nH]c2=O)c1
  A = -3.9; B = 2.1; C = -0.3; D = /; E = -8.8; F = 1.4; G = -0.8; H = -5.6; I = 0.0

[11] CCc1ccccc1NC(=O)c1ccc(CN2CCC(Cc3ccccc3)CC2)cc1
  A = 6.4; B = -23.0; C = 0.3; D = 7.2; E = -4.2; F = 6.8; G = 0.8; H = -0.9; I = 0.9

[12] O=C1CCN(C(=O)c2cccs2)c2ccccc21
  A = 4.5; B = -5.1; C = 0.3; D = -0.4; E = -3.8; F = 6.6; G = -0.1; H = 25.6; I = -0.3

[13] CN(C)c1ccc(/C(=N\O)c2ccccc2)cc1
  A = 19.4; B = -2.5; C = 0.1; D = 7.6; E = -1.4; F = 1.9; G = 2.1; H = 7.0; I = -3.0

[14] O=C1CC(c2ccccc2)CC(=O)C1CS(=O)(=O)c1ccccc1 (configuration not stated)
  A = -1.3; B = -4.5; C = -0.7; D = 1.9; E = -3.2; F = 5.8; G = 0.6; H = -2.9; I = -0.5

[15] Cc1cccc(C(=O)NCc2nnc(SCC(=O)N3CCN(c4ccccc4)CC3)n2C)c1
  A = -15.3; B = -1.3; C = /; D = 6.0; E = -7.9; F = 5.0; G = -0.2; H = -6.5; I = 1.0

4 entries from above, sorted by the value under S1P4 agonist, descending.
no. | canonical_smiles | S1P4 agonist
1 | CCOC(=O)/C(C#N)=C1/C(=O)N(Cc2ccccc2)c2ccccc21 | 2.2
14 | O=C1CC(c2ccccc2)CC(=O)C1CS(=O)(=O)c1ccccc1 (configuration not stated) | 0.6
12 | O=C1CCN(C(=O)c2cccs2)c2ccccc21 | -0.1
6 | COCC(=O)N(Cc1ccco1)c1nnc(C2CCOC2)s1 (configuration not stated) | -0.8

Two entries picked at random from the list so far, as already listed:
Abbreviations: A = NPY2 pot ag; B = S1P4 antag; C = Runt-CBFb FRET; D = NPY Y1 blocker; E = RBBP9 inhibitor; F = BaF3 tox; G = S1P4 agonist; H = NPY-Y1 PAM-ag; I = Ba/F3 V617F tox
[8] Cc1nc2ccccc2c(=O)n1/N=C/c1ccc(N(C)C)cc1
  A = 3.5; B = 14.9; C = 0.9; D = 2.9; E = -6.8; F = 2.1; G = -0.4; H = -12.7; I = -0.9

[9] CCN(CC)S(=O)(=O)c1csc(C(=O)NC2CCCCC2)c1
  A = -2.9; B = 0.3; C = 0.2; D = 5.6; E = -2.4; F = 0.2; G = -3.4; H = -9.0; I = 2.8

The listing continues.
Abbreviations: A = NPY2 pot ag; B = S1P4 antag; C = Runt-CBFb FRET; D = NPY Y1 blocker; E = RBBP9 inhibitor; F = BaF3 tox; G = S1P4 agonist; H = NPY-Y1 PAM-ag; I = Ba/F3 V617F tox
[16] c1ccc(-n2ncc3c2ncn2nnnc32)cc1
  A = 9.9; B = 10.3; C = -3.5; D = -1.4; E = -4.2; F = -0.6; G = 1.3; H = 2.0; I = -3.8

[17] Nc1ccc2oc(-c3cccc(Br)c3)nc2c1
  A = 10.5; B = 5.2; C = -4.1; D = -5.2; E = -2.7; F = 3.9; G = -1.1; H = -5.6; I = -3.4

[18] CCOC(=O)c1c(-c2ccc(OC)cc2)csc1NC(=O)C1CCCO1 (configuration not stated)
  A = -28.4; B = -4.6; C = 9.0; D = 2.9; E = 1.3; F = 6.6; G = 0.0; H = -19.6; I = 1.5

[19] COc1ccc([N+](=O)[O-])cc1NC(=O)CSCc1ccccc1C
  A = -3.4; B = -7.8; C = -0.6; D = 1.7; E = -8.1; F = 5.5; G = 0.7; H = 23.0; I = 1.5

[20] Cc1c(NC(=O)COc2cccc3c2OC(C)(C)C3)c(=O)n(-c2ccccc2)n1C
  A = -2.4; B = -4.1; C = -1.7; D = -5.7; E = -15.9; F = 2.3; G = -0.3; H = -2.8; I = 3.8

[21] COc1ccc(NC(=O)c2cn(-c3ccccc3)nc2-c2ccncc2)cc1
  A = 14.2; B = -2.6; C = 0.4; D = -6.0; E = -5.0; F = 8.8; G = 0.7; H = 22.8; I = 1.8

[22] O=C(NCc1cccnc1)c1cccc(S(=O)(=O)N2CCOCC2)c1
  A = 11.8; B = 0.0; C = -2.0; D = 2.2; E = -2.0; F = -1.8; G = 1.1; H = 14.3; I = -3.9

[23] Cc1cc(C)n2c(SCC(=O)NCc3ccco3)nnc2n1
  A = 4.9; B = 1.6; C = 0.7; D = -3.2; E = -1.4; F = 0.9; G = -1.3; H = -8.8; I = -0.4

[24] COC(=O)c1ccc(C(=O)OC)c(NC(=S)N2CCOCC2)c1
  A = 5.0; B = -15.6; C = 11.6; D = 8.3; E = -6.3; F = 1.3; G = 2.9; H = -11.5; I = 1.1

[25] COc1cccc(CN2CCN(CC(=O)Nc3ccccc3Cl)CC2)c1
  A = -21.3; B = -0.2; C = -2.8; D = 5.0; E = -5.1; F = 1.0; G = 0.5; H = -31.4; I = -0.4
